Compound activity from PubChem BioAssay.
Bfl-1 Bim block = inhibitors of Bim-Bfl-1 interaction, human; actives 0.12% (n = 190,000); AID 1008; inhibition, % at 10 µM; Bead-based flow cytometry, Bim-Bfl-1 binding inhibition;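 note: 0% = wells without compound plus tracer and 100% = blocker peptide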
Bcl-2 Bim block = inhibitors of Bim-Bcl-2 interaction, human; Bead-based flow cytometry, Bim peptide-Bcl-2 binding; AID 950; P10415; actives 0.06% (n = 190,000); inhibition, % at 10 µM; in the data active = inhibition above about 40%; inconclusive = no clear call, values can overlap the other calls;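 note: 0% = no compound wells with probe peptide and 100% = reference peptide inhibitor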
Target sequence (P10415 whole entry, looked up): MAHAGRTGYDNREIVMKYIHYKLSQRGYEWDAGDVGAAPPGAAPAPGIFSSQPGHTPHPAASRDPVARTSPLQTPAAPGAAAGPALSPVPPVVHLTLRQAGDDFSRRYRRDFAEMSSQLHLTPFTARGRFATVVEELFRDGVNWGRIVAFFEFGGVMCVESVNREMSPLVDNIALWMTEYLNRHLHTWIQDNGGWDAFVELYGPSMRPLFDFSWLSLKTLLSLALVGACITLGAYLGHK
Mcl1-Bid inh = disrupts binding of human Mcl-1 to Bid peptide. Q07820. TR-FRET Mcl-1/Bid-Dy647 peptide binding, 1536-well. inhibition, % at 21.7 µM. actives 0.97% (n = 220,000);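 active = compounds that cut the binding signal by more than half at the single screening dose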;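 note: His-tagged Mcl-1 with europium anti-His antibody binding Bid BH3 peptide; 0% = Mcl-1 plus peptide wells and 100% = peptide-only wells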
Target sequence (Q07820 whole entry, looked up): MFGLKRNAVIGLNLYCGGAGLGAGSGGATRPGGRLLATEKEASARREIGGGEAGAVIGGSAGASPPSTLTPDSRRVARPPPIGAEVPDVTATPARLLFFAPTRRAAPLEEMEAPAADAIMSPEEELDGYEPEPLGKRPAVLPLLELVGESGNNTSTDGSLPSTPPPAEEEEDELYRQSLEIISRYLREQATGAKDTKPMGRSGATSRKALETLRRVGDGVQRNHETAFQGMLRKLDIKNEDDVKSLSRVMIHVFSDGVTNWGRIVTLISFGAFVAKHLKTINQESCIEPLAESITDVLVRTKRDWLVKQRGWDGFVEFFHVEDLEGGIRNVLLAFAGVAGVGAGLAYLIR
GSH fluor = compound fluoresces at 488/530 nm on GSH beads. fluorescence (KMESF) at 10 µM. actives 0.25% (n = 190,000). GSH beads flow cytometry, compound fluorescence 488/530 nm; stronger effect = higher value; in the data active = fluorescence above about 89;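 note: glutathione beads carrying GST-tagged Bcl family fusion proteins plus one bare bead set; values are compound well signal with DMSO vehicle wells as background; inactives centre near 16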
Bim-Bcl-XL = inhibitors of Bim-Bcl-XL interaction, human | Q07817 | Bim peptide-Bcl-XL binding, bead flow cytometry, fluorescence | inhibition, % at 10 µM | actives 0.04% (n = 190,000) | AID 1007
Target sequence (Q07817 whole entry, looked up): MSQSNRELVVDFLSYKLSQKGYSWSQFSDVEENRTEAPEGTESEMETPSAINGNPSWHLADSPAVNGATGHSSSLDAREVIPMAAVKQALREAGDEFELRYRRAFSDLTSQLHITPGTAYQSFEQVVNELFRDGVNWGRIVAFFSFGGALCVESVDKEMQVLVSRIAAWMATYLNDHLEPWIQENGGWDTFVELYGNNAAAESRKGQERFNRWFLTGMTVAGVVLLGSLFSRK
RGS4-Gao reg = modulates binding of RGS4 to human Galphao. AID 1415. Multiplexed bead flow cytometry; actives lie on both sides. binding response (% of control), % at 10 µM. P09471. actives 0.33% (n = 220,000); in the data active = binding response below about 49% or above about 150%; inactive = in between;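 note: fluorescent Galphao activated with aluminum fluoride binding bead-coupled RGS4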
Bim-Mcl-1 = inhibitors of Bim-Mcl-1 interaction, human | Q07820 | Bead-based flow cytometry, Bim peptide-Mcl-1 binding | inhibition, % at 10 µM | actives 0.1% (n = 190,000) | AID 1009;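 note: 0% = no compound tracer wells and 100% = peptide blocker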
Bcl-B Bim block = human Bim-Bcl-B interaction inhibition; Q9HD36; bead-based flow cytometry, Bim peptide-Bcl-B binding; inhibition, % at 10 µM; actives 0.073% (n = 190,000); AID 951;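 note: 0% = tracer peptide without compound and 100% = reference inhibitor peptide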
Bcl-W Bim block = inhibitors of Bim-Bcl-W interaction, human. Q92843. bead-based flow cytometry, Bim peptide-Bcl-W binding. inhibition, % at 10 µM. actives 0.02% (n = 190,000);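 note: 0% = bound tracer without compound and 100% = peptide blocker; higher means less fluorescent Bim peptide bound to Bcl-W beads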
RGS7-Gao reg = regulators of human RGS7-Galphao interaction; Multiplexed bead flow cytometry, RGS7-Galphao binding; actives lie on both sides; P09471; AID 1439; actives 0.35% (n = 220,000); binding response (% of control), % at 10 µM; in the data active = binding response below about 49% or above about 150%; inconclusive = no clear call, values can overlap the other calls; inactive = in between;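 note: fluorescent Galphao held in activated GDP-AlF4 state binding bead-coupled RGS7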
RGS8-Gao reg = modulates binding of RGS8 to human Galphao | actives 0.34% (n = 220,000) | AID 1423 | multiplexed bead flow cytometry; actives lie on both sides | P09471 | response (percent of control binding), % at 10 µM; in the data active = response below about 60% or above about 140%; inactive = in between;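 note: Galphao activated as the GDP aluminium fluoride complex binding bead-coupled RGS8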
Starred values were filed as active, the others as inactive; ? = inconclusive. Cut-off read from the data, not from the text of the source, unless noted: active = inhibition above about 40%.

SMILES	Bfl-1 Bim block	Bcl-2 Bim block	Mcl1-Bid inh	GSH fluor	Bim-Bcl-XL	RGS4-Gao reg	Bim-Mcl-1	Bcl-B Bim block	Bcl-W Bim block	RGS7-Gao reg	RGS8-Gao reg
Cc1cc(C)n(CCN(C)C(=O)CCc2nnc(CCC3CCCCC3)o2)n1	-5	-2	-6	15	0	98	1	1	-2	98	99
CCCCc1n[nH]c(=S)n1Cc1ccc(C)cc1	13	4	-75	15	-1	101	-1	-20	2	?	98
O=C(CCSc1nc(-c2ccc3c(c2)OCO3)cc(C(F)(F)F)n1)NCc1ccco1	2	3	-14	23	3	105	5	6	4	98	106
Cc1ccc(C)n1-c1sc2c(c1C#N)CCC(C)C2 (configuration not stated)	-16	-9	-20	34	-7	98	-2	-9	1	101	99
Nc1nc2nccc(-c3cccnc3)n2n1	-3	-3	3	15	-3	96	1	-4	-4	92	96
Cc1ccc(C(c2nnnn2CS(=O)(=O)c2ccc(C)cc2)N2CCN(c3ncccn3)CC2)cc1 (configuration not stated)	0	3	-1	19	-1	98	-1	-2	-1	103	100
O=c1[nH]c(=O)n(Cc2ccccc2)c2nc(-c3ccc(Oc4ccc(F)cc4)c([N+](=O)[O-])c3)n(CCO)c12	-11	-8	1	18	-6	101	-5	-9	-4	99	103
COc1ccc(Cn2c(S(=O)(=O)CC(N)=O)nc3ccccc32)cc1[N+](=O)[O-]	-5	-7	12	18	0	102	-1	-6	1	109	102
O=C(CCC1CCCN(C(=O)c2ccoc2)C1)NCc1ccc(F)c(F)c1 (configuration not stated)	-3	1	-18	21	0	98	2	-2	0	99	98
NC(=O)C1CCN(C(c2ccccc2Cl)c2nnnn2CC2CCCO2)CC1 (configuration not stated)	-3	-2	6	20	0	99	0	-1	-1	99	101
Cc1nn(CCC(=O)O)c2nc(-c3cccnc3)cc(C(F)(F)F)c12	-7	-1	45	41	0	100	0	3	0	99	100
CCCc1oc(C(=O)O)cc1CN	-12	-8	-14	50	-9	99	0	-9	5	99	98
CC1=CS(=O)(=O)CC1SC(=S)N(C)C1CCS(=O)(=O)C1 (configuration not stated)	-1	-2	-6	17	-1	103	-2	-5	0	103	100
CO/N=C/NC(=O)c1c(OC)ccnc1Oc1ccc(F)cc1	-1	-2	6	24	-4	104	-2	0	0	104	106
CCOC(=O)C1=C(CN2CCN(c3ccc(F)cc3)CC2)NC(=O)NC1c1cccs1 (configuration not stated)	1	2	-1	12	-3	92	-3	-1	0	93	76
CSc1ccc(S(=O)(=O)Nc2ccc(NC(C)=O)cc2)cc1	-1	0	-27	10	-1	101	-1	-2	-2	99	101
COc1ccc(OCC(=O)Nc2ccc(S(=O)(=O)N3CCN(C)CC3)cc2)cc1	-5	-2	-46	11	-2	106	-1	-3	-3	109	105
CCN1C(=O)/C(=C2/C=CC=CN2C)SC1=S	-13	-8	-10	39	-18	102	0	-5	0	99	102
COCCCn1c(SCC(=O)N(C)C)nnc1-c1ccccc1	1	3	-16	7	0	93	2	3	-2	96	100
CCN(CC)S(=O)(=O)c1ccc(NC(=O)C(C)N(c2ccc(OC)cc2)S(C)(=O)=O)cc1 (configuration not stated)	-7	-7	-19	13	-4	100	1	-8	-1	100	100
O=C(Nc1cc(Cl)cc(Cl)c1)C1CCC(=O)N1Cc1ccccc1Cl (configuration not stated)	-9	-11	-18	12	-1	98	0	-8	1	98	97
CC(=O)N1CCN(C(=O)CCc2c[nH]c3ccccc23)CC1	0	0	-100	15	-2	96	0	0	2	96	100
CCC(=O)NC(=S)Nc1cc(C(=O)O)ccc1OC	-1	-2	-17	14	-3	98	-1	-3	0	95	100
Cc1cc(C)cc(Nc2nc3ccccc3c(=O)[nH]2)c1	-2	-5	-13	25	-3	102	-1	-4	1	101	100
COCCN(C(=O)CSc1nc2nc(C)cc(C)n2n1)c1c(N)n(Cc2ccccc2)c(=O)[nH]c1=O	-7	-2	-18	12	0	104	0	-5	-1	100	105
CCOC(=O)N1CCN(C(=O)c2cccn3c(=O)c4cc(Br)ccc4nc23)CC1	-5	-3	-3	16	-8	106	-6	-10	-3	107	104
O=C(CNC(=O)c1cccs1)NCC(=O)OCc1ccccc1Br	3	-4	3	20	-1	102	-2	-4	-4	113	101
O=C(CCCn1c(SCC(=O)NCCc2ccccc2)nc2ccccc2c1=O)NCC1CCCO1 (configuration not stated)	-5	-5	17	20	-2	102	-4	-7	0	95	101
CCOC(=O)c1sc(=S)n(CC)c1NC(=O)CC	-10	-8	0	36	-5	83	0	-7	0	87	87
CCCCN(C)CCC(=O)Nc1ccc(Cl)cc1	1	0	-5	6	-1	98	-1	-2	-1	95	96
CC1CC(C)CN(c2ncnc3c2cnn3C)C1 (configuration not stated)	4	0	-20	18	-2	105	0	3	-4	113	103
CCS(=O)(=O)NCc1cn2ccsc2n1	-23	-7	-35	28	-8	97	-5	-10	-4	98	98
CCCCNC(=O)c1cc(-c2ccc(F)cc2)on1	-21	-4	-28	25	-11	100	-8	-9	-7	96	100
O=C(COc1ccccc1F)NNC(=O)c1ccc(N2CCCCC2)c([N+](=O)[O-])c1	0	0	-4	6	-4	97	0	-1	-3	98	94
CCOC(=O)C(=CNc1cccc(C)c1C)C(=O)OCC	-3	-2	13	17	-1	96	-2	-7	-3	96	104
CC(C)c1nnc(NC(=O)CSc2nc3ccccc3[nH]2)s1	-6	-2	-7	14	-8	98	-4	-9	-8	102	101
CC(=C/c1ccccc1)/C=N/n1c(-c2ccncc2)n[nH]c1=S	8	-3	-46	7	-2	98	0	-37	0	119	95
Clc1ccc(OCc2nnc(-c3ccccc3Br)o2)cc1	-9	-6	-1	40	0	98	8	-7	5	105	98
O=C(Nc1cc(C(=O)N2CCOCC2)ccc1N1CCCC1)c1cccs1	-15	-8	-12	19	-3	102	1	-9	0	101	101
CC/C(=N/NC(=O)c1ccc(Br)cc1)c1ccc(OCCN2CCOCC2)cc1	-11	-3	-9	16	-5	97	-3	-10	-4	94	98
Cc1cccc(OCCCC(=O)NCCc2ccccc2)c1	-6	-11	-17	14	-5	102	0	-12	-2	99	101
COc1ccc(C(C[N+](=O)[O-])c2c(C)[nH]c3ccccc23)cc1OC (configuration not stated)	-10	-6	-16	18	-8	101	-4	-9	-5	98	102
CC(=O)c1ccc(N2CCN(C(=O)C3CCC3)CC2)cc1	-4	-2	-6	23	1	97	3	0	0	96	100
CCOC(=O)C(C)n1cnc2sc3c(c2c1=O)CCC3 (configuration not stated)	6	-1	-4	68	6	98	0	3	7	97	95
Cc1ccc(NC(=O)c2nccnc2C(=O)O)cc1C	-10	-7	5	18	-4	106	-1	-4	0	104	103
CCN(CC)C(=O)Cc1cn(C)c2ccccc12	-5	-1	-26	19	0	91	1	0	0	99	95
C1CCC(c2nn3c(-c4n[nH]c5c4CCC5)nnc3s2)CC1	0	0	-46	5	-5	91	0	-6	-1	98	97
CCS(=O)(=O)N1CCN(C(=O)c2ccccc2[N+](=O)[O-])CC1	-6	-2	-37	13	-2	106	-1	-2	-3	?	106
CCCOc1c(Br)cc(/C=N/O)cc1OC	-7	-6	-52	50	5	100	0	-9	5	98	102
O=C(Cc1c(F)cccc1Cl)Nc1ccccc1N1CCCCC1	1	0	-35	5	-2	104	8	0	1	104	102
COc1ccc(-n2c(C)nn(CC3CC3)c2=O)cc1	-4	1	-4	20	0	99	0	0	0	?	103
COc1ccc(-c2noc(-c3ccc(Br)o3)n2)cc1OC	-10	-9	35	26	5	100	0	-9	-1	98	98
COc1cc(-c2nc3c(c(C)nn3-c3ccccc3)c3cc(OC)c(OC)cc23)ccc1O	-19	-13	11	35	-1	103	0	-9	2	98	103
COc1ccc(C2C(C#N)=C(C)NC3=C2C(=O)CC(C)(C)C3)c(OC)c1 (configuration not stated)	1	0	-28	29	0	100	-1	2	-2	98	102
CCOC(=O)Nc1sc(C(=O)N(C)C)c(C)c1C(=O)OCC	3	0	-5	20	-4	100	-3	-2	-1	102	103
O=C(/C=C/c1cccs1)Nc1nccs1	0	4	-12	22	3	102	6	1	3	102	104
O=[N+]([O-])c1ccccc1OCCCNCc1ccccc1	3	-2	-16	18	-2	100	-3	0	-3	93	102
CCSc1nnc(NC(=O)c2ccc(C)o2)s1	-1	-3	-9	17	-1	103	-1	2	-1	105	105
O=C(NCCSc1c[nH]c2ccccc12)c1c(F)cccc1F	-3	-9	26	18	0	97	0	-5	0	97	98

Part of the list above, with values ahead of the structure:
Bfl-1 Bim block | Bcl-2 Bim block | Mcl1-Bid inh | GSH fluor | Bim-Bcl-XL | RGS4-Gao reg | Bim-Mcl-1 | Bcl-B Bim block | Bcl-W Bim block | RGS7-Gao reg | RGS8-Gao reg | SMILES
-7 | -6 | -52 | 50 | 5 | 100 | 0 | -9 | 5 | 98 | 102 | CCCOc1c(Br)cc(/C=N/O)cc1OC
1 | 0 | -35 | 5 | -2 | 104 | 8 | 0 | 1 | 104 | 102 | O=C(Cc1c(F)cccc1Cl)Nc1ccccc1N1CCCCC1
-4 | 1 | -4 | 20 | 0 | 99 | 0 | 0 | 0 | ? | 103 | COc1ccc(-n2c(C)nn(CC3CC3)c2=O)cc1
-10 | -9 | 35 | 26 | 5 | 100 | 0 | -9 | -1 | 98 | 98 | COc1ccc(-c2noc(-c3ccc(Br)o3)n2)cc1OC
-19 | -13 | 11 | 35 | -1 | 103 | 0 | -9 | 2 | 98 | 103 | COc1cc(-c2nc3c(c(C)nn3-c3ccccc3)c3cc(OC)c(OC)cc23)ccc1O
1 | 0 | -28 | 29 | 0 | 100 | -1 | 2 | -2 | 98 | 102 | COc1ccc(C2C(C#N)=C(C)NC3=C2C(=O)CC(C)(C)C3)c(OC)c1 (configuration not stated)
3 | 0 | -5 | 20 | -4 | 100 | -3 | -2 | -1 | 102 | 103 | CCOC(=O)Nc1sc(C(=O)N(C)C)c(C)c1C(=O)OCC
0 | 4 | -12 | 22 | 3 | 102 | 6 | 1 | 3 | 102 | 104 | O=C(/C=C/c1cccs1)Nc1nccs1
3 | -2 | -16 | 18 | -2 | 100 | -3 | 0 | -3 | 93 | 102 | O=[N+]([O-])c1ccccc1OCCCNCc1ccccc1
-1 | -3 | -9 | 17 | -1 | 103 | -1 | 2 | -1 | 105 | 105 | CCSc1nnc(NC(=O)c2ccc(C)o2)s1
-3 | -9 | 26 | 18 | 0 | 97 | 0 | -5 | 0 | 97 | 98 | O=C(NCCSc1c[nH]c2ccccc12)c1c(F)cccc1F

Rows are unselected (roughly 1.8% active in at least one column).
